# Screening data: PubChem BioAssay, National Center for Advancing Translational Sciences (NCATS)
# CBFb-RUNX1 inh: inhibitors of human CBF-beta and RUNX1 interaction | Q01196+Q13951 | AlphaScreen CBFb-His/RUNX1-biotin binding, biochemical | Potency, µM (series often up to 59.8 µM), inactives show at the highest dose activity, negative = inhibition, most hits filed as inhibitors | 230,000 tested, under 10 active | AID 1477; further: % of control where 0% means no effect
#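 Interaction loss through any mechanism counts as activity. Pre-formed complex of His-CBF-beta and biotin-RUNX1 (30 nM apiece) is incubated with compound 15 min, then with 50 ng nickel and 50 ng streptavidin beads for 90 min before AlphaScreen detection.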
# TRb-SRC2 inh: TRbeta-SRC2 interaction inhibition; Potency, µM (highest dose often 106 µM), for inactives: at the top dose activity change, negative = inhibition, hits mostly inhibitors; actives 0.065% (n = 280,000); TRbeta-SRC2 peptide binding, fluorescence polarization; receptor liganded with 1 µM T3; P10828;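 further: potency means the concentration at half of the fitted maximal effect; plate controls were bound peptide for no effect and peptide without receptor for full effect; nearly all actives have a fitted effect of over 50% in size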
# Target sequence (P10828 whole entry, looked up): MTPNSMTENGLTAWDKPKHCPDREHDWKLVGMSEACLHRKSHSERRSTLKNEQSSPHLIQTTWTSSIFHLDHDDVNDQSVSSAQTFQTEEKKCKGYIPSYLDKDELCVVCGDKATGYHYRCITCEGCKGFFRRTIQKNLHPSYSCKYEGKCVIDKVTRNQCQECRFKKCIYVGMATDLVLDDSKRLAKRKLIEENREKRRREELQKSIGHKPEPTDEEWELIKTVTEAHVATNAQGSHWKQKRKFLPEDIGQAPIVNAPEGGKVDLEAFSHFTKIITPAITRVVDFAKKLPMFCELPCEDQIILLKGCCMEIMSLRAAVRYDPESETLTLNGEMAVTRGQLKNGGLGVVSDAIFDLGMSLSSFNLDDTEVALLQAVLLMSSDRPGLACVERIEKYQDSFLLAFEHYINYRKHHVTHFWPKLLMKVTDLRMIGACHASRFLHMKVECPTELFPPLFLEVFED
#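 TRb LBD 0.6 uM + Texas Red SRC2 peptide 20 nM, 1 uM T3, Tris buffer w/ 5% DMSO; compound pinned, 5 h RT; FP read ex 555/em 632; normalized to unbound and bound controls.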
# aGal spleen mod: alpha-galactosidase A (human) modulation; P06280; actives 0.008% (n = 240,000); human spleen homogenate, 4MU-alpha-Gal fluorescence, 40 min; Potency, µM (doses to about 80 µM), inactives show at the highest dose activity change, negative = inhibition, usual class: inhibitors;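 further: potency means the concentration at half of the fitted maximal effect; 0% = enzyme with vehicle and -100% = no enzyme basal signal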
#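 Fluorogenic readout (Ex 365/Em 440 nm) of 4-methylumbelliferone released from 1 mM 4-MU-alpha-galactoside by spleen homogenate, 40 min at 37C, pH 5.0. Data normalized to no-enzyme and enzyme controls; Hill-equation AC50 from compound titrations.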
# Tau fibril FP: tau fibrillization inhibition (FP); K18 P301L tau heparin fibrillization, Alexa594 FP, 6 h; P10636; Potency, µM (highest dose often 57.7 µM), for the others: at the highest dose activity, negative = inhibition, actives largely listed as inhibitors; AID 1468; actives 0.39% (n = 280,000); further: potency means the concentration at half of the fitted maximal effect; on the % scale 0 is the no-effect control and ±100 the full control effect; nearly all actives have a fitted effect of over 55% in size
# Target sequence (P10636 561-689 P618L limits assumed): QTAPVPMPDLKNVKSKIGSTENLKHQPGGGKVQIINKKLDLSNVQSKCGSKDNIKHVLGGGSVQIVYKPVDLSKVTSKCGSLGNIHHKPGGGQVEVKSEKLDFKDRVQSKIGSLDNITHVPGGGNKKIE
#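 K18 P301L tau (15 uM unlabeled/0.24 uM Alexa 594-labeled, final) + compound + heparin 20 uM final; 100 mM NaOAc pH 7; 6 hr 37 C; ThT 30 uM final added, 1 hr RT; FP ex 555/em 632 nm.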
# NPSR antag: antagonists of human neuropeptide S receptor cAMP signaling; actives 1% (n = 220,000); Potency, µM (highest dose often 38.3 µM), for inactives: at the top dose activity change, negative = inhibition, most hits filed as inhibitors; CHO-NPSR cells, cAMP TR-FRET, antagonist mode; AID 1461; further: potency means the concentration at half of the fitted maximal effect; on the % scale 0 is the no-effect control and ±100 the full control effect; nearly all actives have a fitted effect of over 50% in size; many of its hits are not listed in these tables
# Target sequence (Q6W5P4 whole entry, looked up): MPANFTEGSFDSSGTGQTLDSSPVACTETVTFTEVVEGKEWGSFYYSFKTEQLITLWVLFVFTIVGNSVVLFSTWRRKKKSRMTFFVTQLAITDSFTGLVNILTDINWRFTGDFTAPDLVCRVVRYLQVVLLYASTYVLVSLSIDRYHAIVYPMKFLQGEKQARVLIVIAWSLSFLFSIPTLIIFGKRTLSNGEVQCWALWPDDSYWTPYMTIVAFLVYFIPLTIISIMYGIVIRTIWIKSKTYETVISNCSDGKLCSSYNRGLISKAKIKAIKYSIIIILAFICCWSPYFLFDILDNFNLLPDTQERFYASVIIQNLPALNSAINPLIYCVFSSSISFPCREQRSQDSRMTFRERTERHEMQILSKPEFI
# Tau fluor cs: counter-screen for tau fibril formation inhibitors; tau K18 P301L Alexa594 fluorescence, heparin fibrillization; Potency, µM (doses to about 57.7 µM), for the others: at the highest dose activity change, negative = decrease; actives 0.93% (n = 280,000); AID 1463; further: potency means the concentration at half of the fitted maximal effect; on the % scale 0 is the no-effect control and ±100 the full control effect; nearly all actives have a fitted effect of over 55% in size
#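 Human tau K18 P301L (15 uM unlabeled, 0.24 uM Alexa 594-labeled) in 100 mM sodium acetate pH 7 with 20 uM heparin, 6 hr at 37 C. ThT 30 uM added, 1 hr ambient; Alexa 594 FP and total fluorescence read at 555/632 nm.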
# Epigenetic derep: regulators of epigenetic silencing causing reporter derepression in mouse cells. actives 0.2% (n = 280,000). murine LDR cells, GFP reporter derepression, 30 h. Potency, µM (series often up to 53.9 µM), without a hit: at the highest dose GFP activation, usual class: activators. AID 1865; further: potency means the concentration at half of the fitted maximal effect; % of control where 0% means no effect; nearly all actives have a fitted effect of over 60% in size
#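 Derepression of a silenced CMV-GFP reporter in murine LDR cells is scored by enumerating GFP-positive cells with a laser-scanning microplate cytometer after 30 hours of treatment at 37 C.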
# TexasRed fluor: alters Texas Red total fluorescence, flagging assay interference; TRb/SRC2 Texas Red total fluorescence interference; Potency, µM (series often up to 106 µM), inactives show at the highest dose fluorescence change, negative = quenching; actives 0.29% (n = 280,000); active means well fitted curve in either direction with a large enough effect; inconclusive means small, poorly fitted or top-dose-only effect; further: potency means the concentration at half of the fitted maximal effect; on the % scale 0 is the no-effect control and ±100 the full control effect
#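 Flags fluorescent or light-absorbing compounds by total fluorescence, S + 2P, at 555 nm excitation and 632 nm emission. Mixture: 20 nM Texas Red SRC2 peptide, 0.6 uM human TRb LBD, 1 uM T3, 5% DMSO; compound exposure 5 h at ambient temperature.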
# Active calls of the source: *; ? = inconclusive; . = no result given; [ ] = remark or other dose. Unless noted, the call rests on the fitted dose curve; in most records, active means well fitted curve in the direction sought with a large enough effect; inconclusive means small, poorly fitted or top-dose-only effect, or another doubt; inactive means no such curve, though single readings can be large; an effect the other way counts as inactive or inconclusive.
SMILES,CBFb-RUNX1 inh,TRb-SRC2 inh,aGal spleen mod,Tau fibril FP,NPSR antag,Tau fluor cs,Epigenetic derep,TexasRed fluor
Cc1ccc(-c2nn3c(=O)cc(CN4CCN(S(=O)(=O)c5ccc(Cl)cc5)CC4)nc3s2)cc1,.,-6%,.,-1%,.,-3%,-1.8%,1%
O=C1C2CCCN2C(c2ccc(F)cc2)N1c1cccc(Cl)c1 (stereo not given),3%,6%,7%,4%,-12%[46.1 µM],-8%,-1.7%,1%
Cc1noc(C)c1C(=O)N1CCN(Cc2ccccc2)CC1,1%,3%,6%,8%,-4%[46.1 µM],-6%,-5.4%,-1%
Cc1cc(F)ccc1Nc1nc2ccc(Cl)cc2n2cnnc12,.,-1%,.,-15%,.,-23%,-2.5%,-1%
COc1ccc(NC(=O)Nc2ccccc2F)cc1Cl,15%,-10%,3%,-1%,5%,-17%,-0.7%,2%
O=C(NCCCN1CCCC1)C1CCC(=O)N1C1CCCCC1 (stereo not given),7%,-11%,6%,-11%,1%[46.1 µM],-1%,-1.7%,1%
CCOC(=O)c1c(C)[nH]c(C)c1C(=O)COC(=O)c1cccc(S(=O)(=O)N(CC)CC)c1,-11%,-2%,1%,-3%,-20%[46.1 µM],?,0.0%,-1%
Cc1ccc(CNn2cnnc2SCc2ccc(F)cc2)cc1,-2%,2%,-3%,9%,-1%[46.1 µM],1%,-2.0%,1%
CSc1ccc(NC(=O)NCc2ccccc2)cc1,2%,-3%,-2%,14%,-3%[7.67 µM],?,-0.3%,-4%
COc1ccc(/C(N)=N/OC(=O)CSc2ccc(C)cc2)cc1OC,26%,10%,3%,5%,-14%[46.1 µM],-28%,-0.1%,1%
COc1ccc(CNS(=O)(=O)c2ccc(OC)cc2)cc1,-2%,-5%,7%,-1%,-11%[46.1 µM],-5%,1.2%,1%
CC(NC(=O)c1cncc(Br)c1)c1ccc(S(N)(=O)=O)cc1 (stereo not given),3%,-10%,-3%,-5%,-5%[46.1 µM],-3%,0.0%,0%
O=C(CNC(=O)C1CCCCC1)Nc1cc(Cl)ccc1Cl,17%,3%,-4%,-4%,7%,0%,1.1%,0%
CCCNCc1cc(Br)ccc1OCC(=O)NCCc1ccccc1,4%,3%,-2%,5%,2%,-6%,-2.9%,-2%
Cc1cccn2cc(CCNS(=O)(=O)c3cccs3)nc12,0%,0%,-13%,16%,16%,-39%,0.0%,2%
Cn1nc(C(=O)N2CCOCC2)c2ccccc2c1=O,0%,-2%,-12%,-6%,-1%[46.1 µM],-4%,0.8%,-3%
Cc1ccc(-c2cc(-c3ccccc3C)[nH]n2)c(O)c1,-6%,-15%,?,-7%,?,-1%,-1.2%,-1%
COc1ccc(/C(O)=C2\C(=O)C(=O)N(CC3CCCO3)C2c2cc(OC)ccc2OC)cc1 (stereo not given),2%,4%,3%,-6%,?,-15%,-7.7%,-2%
COc1ccc(CCNC(=O)c2c(C)oc3nc(C)nc(N4CCOCC4)c23)cc1OC,.,-1%,.,-6%,.,-5%,-0.2%,-4%
O=C(CCc1ccc(S(=O)(=O)NCCc2ccccc2)cc1)N1CCN(Cc2ccc3c(c2)OCO3)CC1,-4%,-2%,6%,3%,-21%[46.1 µM],-14%,0.7%,-4%
CCc1ccccc1NC(=O)c1cn(C)c(=O)c2ccccc12,.,-2%,.,3%,.,-2%,2.3%,-1%
COc1ccc(CCNC(=O)CCn2c(=O)[nH]c3cc(OC)c(OC)cc3c2=O)cc1OC,4%,8%,1%,4%,-22%[46.1 µM],3%,1.2%,0%
COc1ccc(C(=O)O)cc1S(=O)(=O)N(C)CCc1ccccn1,6%,-1%,-11%,10%,7%,-3%,1.1%,-6%
CN1CCN(C(=O)C2CCC(C)(C(=O)O)C2(C)C)CC1 (stereo not given),3%,-2%,-2%,1%,-6%,-6%,-8.5%,-3%
O=C(Cn1cc2c(n1)CCCC2)Nc1ccccc1Br,8%,-6%,6%,2%,-6%[46.1 µM],-10%,-1.8%,2%
Cc1cc(N/N=C(/CCC(=O)O)C(=O)O)nc2ccccc12,?,8%[53 µM],6%,0%,20%,1%,0.0%,-1%[53 µM]
Cc1ccc(-c2cc(C(=O)NCCN3CCOCC3)no2)cc1,7%,-2%,6%,3%,-3%[46.1 µM],3%,6.8%,-1%
Cc1nn(-c2ccccc2)c2sc(C(=O)OCN3C(=O)c4ccccc4C3=O)cc12,-2%,2%,6%,-3%,0%[46.1 µM],0%,2.0%,1%
CCc1cccc(CC)c1NC(=O)CSc1nnc(CCC(=O)O)c(=O)[nH]1,-7%,6%,3%,0%,10%,3%,-2.6%,-2%
COc1ccccc1OCC(=O)NNC(=O)C(=O)N1CCCC1,-3%,8%,5%,-6%,32%,-1%,0.0%,1%
O=S(=O)(NCC(c1ccco1)S(=O)(=O)c1cccs1)c1ccccc1 (stereo not given),.,1%,.,-3%,.,-1%,6.5%,0%
COc1cccc(CNC(=O)C2CCN(Cc3cc4ccccc4n3Cc3ccc(C)cc3)CC2)c1,.,1%,.,-7%,.,-22%,-0.5%,4%
Cc1nnc(SCC(=O)Nc2sc3c(c2C(N)=O)CCCC3)[nH]c1=O,-5%,-7%,-1%,4%,-8%[46.1 µM],1%,-1.2%,-4%
O=C(CSCc1ccc(F)cc1)Nc1ccccc1C(=O)N1CCOCC1,1%,-3%,-5%,9%,12%,2%,-1.0%,0%
CC(=O)n1cc([C@@H]2C=C(C(=O)NCc3ccccc3)O[C@H](OCc3ccc(CO)cc3)C2)c2ccccc21,-12%,25%,5%,-8%,-44%,-25%,?,17%
CCOC(=O)N/N=C\c1ccc([N+](=O)[O-])o1,-1%,-6%,-19%,-3%,1%[46.1 µM],0%,-1.6%,0%
CCN1CCN(C(=O)CCCn2c(C)c3cnn(-c4ccccc4)c(=O)c3c2C)CC1,-3%,-6%,-5%,8%,-6%[46.1 µM],-6%,1.6%,-3%
CC1Cc2ccccc2N1C(=O)COC(=O)c1ccc(S(=O)(=O)N(C)C)cc1 (stereo not given),2%,-4%,1%,-9%,-3%[46.1 µM],-11%,0.7%,-4%
COc1ccc(N2CCN(CCNC(=O)c3ccc(NC(=O)C4CCCO4)cc3)CC2)cc1 (stereo not given),12%,7%,-7%,1%,2%[46.1 µM],1%,0.0%,-5%
O=C(CCC1CCCN(Cc2ccncc2)C1)NCc1ccc(F)c(F)c1 (stereo not given),1%,1%,7%,9%,-6%,2%,1.3%,0%
C=CCOc1c(/C=N\NC(N)=O)cccc1OC,2%,-4%,12%,-2%,-25%,-7%,0.4%,-1%
Cc1cc(-c2cc(N)n(-c3ccccc3)n2)c(C)n1C1CCCC1,-12%,6%,-3%,6%,-19%[46.1 µM],-10%,-2.8%,1%
COCc1cc(Sc2cccc(Cl)c2Cl)nc(-c2ccccc2)n1,22%,-3%,-5%,-16%,-11%[46.1 µM],-21%,-1.0%,2%
Cc1ccc(-c2noc(CSc3nnc(C)n3-c3ccc(F)cc3)n2)cc1,.,1%,.,5%,.,-9%,-1.0%,8%
CCc1ccc(NC(=O)Cn2cnc3nc4c(cc3c2=O)CCCC4)cc1,.,0%,.,-7%,.,-2%,-1.7%,4%
CN1CSC2=C(C#N)C(c3cccc(OCc4ccccc4)c3)CC(=O)N2C1 (stereo not given),-15%,6%,-1%,?,-4%[46.1 µM],-20%,5.6%,-2%

# In another format: 10 of the compounds above.
# Values in the order: CBFb-RUNX1 inh, TRb-SRC2 inh, aGal spleen mod, Tau fibril FP, NPSR antag, Tau fluor cs, Epigenetic derep, TexasRed fluor
COc1ccccc1OCC(=O)NNC(=O)C(=O)N1CCCC1
    -3%, 8%, 5%, -6%, 32%, -1%, 0.0%, 1%
O=S(=O)(NCC(c1ccco1)S(=O)(=O)c1cccs1)c1ccccc1 (stereo not given)
    ., 1%, ., -3%, ., -1%, 6.5%, 0%
COc1cccc(CNC(=O)C2CCN(Cc3cc4ccccc4n3Cc3ccc(C)cc3)CC2)c1
    ., 1%, ., -7%, ., -22%, -0.5%, 4%
Cc1nnc(SCC(=O)Nc2sc3c(c2C(N)=O)CCCC3)[nH]c1=O
    -5%, -7%, -1%, 4%, -8%[46.1 µM], 1%, -1.2%, -4%
O=C(CSCc1ccc(F)cc1)Nc1ccccc1C(=O)N1CCOCC1
    1%, -3%, -5%, 9%, 12%, 2%, -1.0%, 0%
CC(=O)n1cc([C@@H]2C=C(C(=O)NCc3ccccc3)O[C@H](OCc3ccc(CO)cc3)C2)c2ccccc21
    -12%, 25%, 5%, -8%, -44%, -25%, ?, 17%
CCOC(=O)N/N=C\c1ccc([N+](=O)[O-])o1
    -1%, -6%, -19%, -3%, 1%[46.1 µM], 0%, -1.6%, 0%
CCN1CCN(C(=O)CCCn2c(C)c3cnn(-c4ccccc4)c(=O)c3c2C)CC1
    -3%, -6%, -5%, 8%, -6%[46.1 µM], -6%, 1.6%, -3%
CC1Cc2ccccc2N1C(=O)COC(=O)c1ccc(S(=O)(=O)N(C)C)cc1 (stereo not given)
    2%, -4%, 1%, -9%, -3%[46.1 µM], -11%, 0.7%, -4%
COc1ccc(N2CCN(CCNC(=O)c3ccc(NC(=O)C4CCCO4)cc3)CC2)cc1 (stereo not given)
    12%, 7%, -7%, 1%, 2%[46.1 µM], 1%, 0.0%, -5%

# These rows are one share of the data; the hit share may differ from the screen's.
